Screening data: PubChem, The Scripps Research Institute Molecular Screening Center
PLCg1 inh – inhibitors of human phospholipase C gamma1; P19174; purified PLC-gamma1, fluorogenic substrate, fluorescence; inhibition, % at 12.2 µM; 0.84% of 370,000 active; in the data active means inhibition above about 9.5%
GAA850 FXN act – increases GAA850 frataxin promoter reporter activity | activation, % at 6 µM | AID 540364 | HEK293 lucGAA850 FXN promoter luciferase reporter, 24 h; percent of 10 µM SAHA response | 0.56% of 360,000 active;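 active means activation above the average of all compounds screened plus 3 SD, cutoff fixed separately per campaign, cut at about 7.5% in these data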;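 further: 0% = DMSO wells and 100% = 10 µM SAHA wells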
ssDAF-12 act – activates DAF-12 receptor from parasite S. stercoralis; 1% of 370,000 active; activation, % at 6.8 µM; AID 652126; HEK293 ssDAF-12/GRIP1 lit1-tk-luc reporter, luminescence; % of 3 µM dafachronic acid response;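 active means activation above the mean over all tested compounds plus 3 SD, cut at about 0.9% in these data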;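 further: 0% = DMSO-only wells and 100% = 3 µM delta7-dafachronic acid wells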
hgDAF-12 ag – hgDAF-12 agonism, primary luciferase screen; 1.8% of 370,000 active; activation, % at 6.8 µM; HEK293 GAL4-hgDAF12 UAS-luciferase reporter, agonist luminescence; normalized to butyrate control;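 active means activation above a cutoff set at the mean of all screened compounds plus 3 SD, cut at about 10% in these data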;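 further: 0% = DMSO wells and 100% = sodium butyrate wells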
PLC-beta3 inh – PLC-beta3 (human) inhibition, primary screen. Q01970. 0.18% of 370,000 active. Purified PLC-beta3, fluorogenic substrate, fluorescence. inhibition, % at 12.2 µM; in the data active means inhibition above about 11%;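 further: 0% = median of compound wells on plate and 100% = full blocker control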
HGIII-sPLA2 inh – Inhibits HGIII-sPLA2 liposome hydrolysis, primary screen; Q9NZ20; QFRET BODIPY PC-A2 liposome hydrolysis, fluorescence; inhibition, % at 12.2 µM; 0.56% of 370,000 active; AID 743126;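 active means inhibition above mean plus 3 SD of compounds lying within the high and low control bounds, cut at about 19% in these data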;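 further: 0% = median of test compound wells and 100% = no enzyme DMSO wells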
ADAM17 inh – inhibits human ADAM17. recombinant ADAM17, EDANS/DABCYL FRET peptide cleavage. 0.83% of 370,000 active. inhibition, % at 6.95 µM. P78536;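 active means inhibition above the mean of compounds lying between control limits plus 3 SD, set per campaign, cut at about 8.5% in these data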;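 further: 0% = DMSO-only wells as the low control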
Target sequence (P78536 215-824 limits assumed): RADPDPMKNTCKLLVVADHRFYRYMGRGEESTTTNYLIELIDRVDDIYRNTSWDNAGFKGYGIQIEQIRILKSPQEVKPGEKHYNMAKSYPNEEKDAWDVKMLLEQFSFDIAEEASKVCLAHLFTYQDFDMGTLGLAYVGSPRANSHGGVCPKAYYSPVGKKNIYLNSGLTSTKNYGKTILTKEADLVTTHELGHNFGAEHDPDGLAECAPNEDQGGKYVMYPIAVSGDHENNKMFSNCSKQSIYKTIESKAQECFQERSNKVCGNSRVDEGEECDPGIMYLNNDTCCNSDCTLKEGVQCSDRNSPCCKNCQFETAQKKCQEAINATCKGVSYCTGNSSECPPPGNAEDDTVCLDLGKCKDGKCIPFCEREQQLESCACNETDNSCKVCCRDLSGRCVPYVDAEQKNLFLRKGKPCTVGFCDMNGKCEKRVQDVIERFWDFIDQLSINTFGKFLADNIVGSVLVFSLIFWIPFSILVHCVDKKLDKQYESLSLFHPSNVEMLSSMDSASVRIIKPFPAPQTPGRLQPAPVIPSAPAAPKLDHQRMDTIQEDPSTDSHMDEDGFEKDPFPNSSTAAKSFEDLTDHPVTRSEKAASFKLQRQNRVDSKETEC
DAX1 inh-1 – inhibits human nuclear receptor DAX1 | 0.99% of 340,000 active | inhibition, % at 6.75 µM | AID 504766 | HEK293 Gal4-DAX1 luciferase reporter, luminescence | P51843;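 active means inhibition above the mean over all tested compounds plus 3 SD, cut at about 4.2% in these data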;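 further: 0% = DAX1-transfected cells with DMSO and 100% = empty-vector control cells with DMSO; inhibition shows as a rise in luminescence from relieved DAX1 repression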
Target sequence (P51843 207-470 limits assumed): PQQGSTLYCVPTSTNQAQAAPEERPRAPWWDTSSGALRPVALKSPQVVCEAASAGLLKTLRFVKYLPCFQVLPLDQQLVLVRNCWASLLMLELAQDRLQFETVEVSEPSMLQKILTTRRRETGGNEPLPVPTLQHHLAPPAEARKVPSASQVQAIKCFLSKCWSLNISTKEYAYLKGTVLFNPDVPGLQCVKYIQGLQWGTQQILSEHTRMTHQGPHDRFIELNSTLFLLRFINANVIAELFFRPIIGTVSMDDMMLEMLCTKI
hcDAF-12 act – activators of H. contortus DAF-12 nuclear receptor. activation, % at 6.8 µM. AID 652067. HEK293 hcDAF-12 lit1-tk-luc reporter, luminescence; 0% DMSO, 100% Δ7-dafachronic acid. 1.4% of 370,000 active;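 active means activation above the mean of all tested compounds plus 3 SD, cut at about 5.5% in these data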;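 further: 100% = response to 3 µM Δ7-dafachronic acid high control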
DAX1 inh-2 – blocks DAX1 repression of SF-1 activated StAR promoter. HEK293T StAR-luciferase reporter, SF-1/DAX-1 repression relief. AID 652010. inhibition, % at 6.8 µM. 1.1% of 370,000 active;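 active means inhibition above the mean over all tested compounds plus 3 SD, cut at about 3.6% in these data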;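 further: 0% = DAX-1 cells with DMSO and 100% = cells lacking DAX-1 with DMSO; higher inhibition means more luminescence from relief of DAX-1 repression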
ADAM10 inh – inhibits human ADAM10; inhibition, % at 7 µM; recombinant ADAM10, EDANS/DABCYL FRET peptide cleavage, 3 h; 0.62% of 370,000 active;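 active means inhibition above a per-campaign cutoff equal to the mean of compounds falling between control-based bounds plus 3 SD, cut at about 20% in these data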;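 further: 0% = DMSO wells while the 100% control is not disclosed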
* hit, by the source's call; i = inactive; / = no result given.

Start of the data: the first 3 entries (preview)
Under each structure: PLCg1 inh	GAA850 FXN act	ssDAF-12 act	hgDAF-12 ag	PLC-beta3 inh	HGIII-sPLA2 inh	ADAM17 inh	DAX1 inh-1	hcDAF-12 act	DAX1 inh-2	ADAM10 inh
CCOc1ccccc1NC(=O)c1ccc2c(c1)C(=O)N(CC1CCCO1)C2=O (centres undefined)
 : 5	0.4	-1.6	-1.5	-4	0	-8	1.2	-1.7	1.0	8
COc1ccc(N(C(C)C(=O)N/N=C/c2ccc(OC(C)C)cc2)S(C)(=O)=O)cc1 (centres undefined)
 : 0	-0.7	-1.2	0.1	2	-13	-3	-0.5	-0.5	-0.2	0
Cc1[nH]c2ccccc2c1C(=O)C(=O)N1CCOCC1
 : 1	-1.1	-0.7	1.2	-4	2	3	1.0	-0.1	-0.1	0

The listing, from the first entry:
Under each structure: PLCg1 inh	GAA850 FXN act	ssDAF-12 act	hgDAF-12 ag	PLC-beta3 inh	HGIII-sPLA2 inh	ADAM17 inh	DAX1 inh-1	hcDAF-12 act	DAX1 inh-2	ADAM10 inh
CCOc1ccccc1NC(=O)c1ccc2c(c1)C(=O)N(CC1CCCO1)C2=O (centres undefined)
 : 5	0.4	-1.6	-1.5	-4	0	-8	1.2	-1.7	1.0	8
COc1ccc(N(C(C)C(=O)N/N=C/c2ccc(OC(C)C)cc2)S(C)(=O)=O)cc1 (centres undefined)
 : 0	-0.7	-1.2	0.1	2	-13	-3	-0.5	-0.5	-0.2	0
Cc1[nH]c2ccccc2c1C(=O)C(=O)N1CCOCC1
 : 1	-1.1	-0.7	1.2	-4	2	3	1.0	-0.1	-0.1	0
CCn1c(=O)c(C(=O)CN(C)CC(=O)Nc2cccc(F)c2)c(N)n(Cc2ccccc2)c1=O
 : -2	-1.8	-1.6	-2.3	-15	-22	3	-0.6	-0.1	-1.5	-12
CC12C(=O)N(c3cccc(OC(=O)c4ccco4)c3)C(=O)C1C1c3ccccc3C2c2ccccc21 (centres undefined)
 : -2	0.4	-0.8	-0.4	2	-15	7	0.8	-1.5	-0.8	13
CC(Oc1ccc(Cl)cc1Cl)C(=O)NCCN1CCOCC1 (centres undefined)
 : 1	1.3	-0.8	-1.5	7	-5	0	0.0	-0.9	0.1	13
CC(=O)Nc1ccc(NC(=S)NC(=O)c2ccc(-c3ccccc3)cc2)cc1
 : 2	1.1	-1.0	0.1	-8	4	-3	/	0.0	-0.8	-15
COc1ccccc1NC(=S)N/N=C/c1ccc(O)cc1
 : -7	6.9	-0.6	19*	-6	-10	-5	0.6	6.1*	5.5*	2
O=C(C1CC(=O)N(C2CCCC2)C1)N1CCN(c2cccc(C(F)(F)F)c2)CC1 (centres undefined)
 : 2	-0.3	-0.9	-1.5	-10	4	-2	-0.9	-1.9	-3.5	-10
O=C(NC1CCCCC1)C1CC(=O)N(Cc2ccccc2)C1 (centres undefined)
 : 1	0.7	-0.9	-2.7	-2	1	-2	0.7	0.9	0.1	1
N#Cc1ccc(Cl)cc1NC(=O)CNCc1cccs1
 : 2	2.2	-0.8	-0.4	-4	0	-2	1.6	-0.7	-0.2	2
Cc1cc(CNC(=O)COc2c(F)c(F)cc(F)c2F)c2ccccc2n1
 : 0	1.4	-1.1	-1.5	3	1	-1	-1.2	0.2	-0.1	-2
COCc1cc(C)nc(SCc2ccccc2)c1C#N
 : -3	3.5	-1.4	-2.9	-5	-3	0	-0.7	-1.6	0.0	-13
Cn1c(SCC(=O)Nc2sc3c(c2C#N)CCC3)nnc1C1COc2ccccc2O1 (centres undefined)
 : -1	-1.6	-1.4	-2.1	-2	-6	-2	0.5	-0.1	-0.6	-1
CC1=NN(C(=O)c2ccc(Cn3nc(C)c([N+](=O)[O-])c3C)cc2)C(O)(C(F)(F)F)C1 (centres undefined)
 : 1	1.2	-1.0	0.4	3	-4	-1	0.6	-0.7	0.9	5
CC1CCN(C(=O)c2ccccc2NS(=O)(=O)c2ccccc2)CC1
 : 0	2.6	-1.0	-2.6	-5	-4	-1	0.2	4.4	-0.8	10
Cc1ccc(C(=O)N2CCN(c3ccc(N4CCOCC4)nn3)CC2)cc1
 : -468	1.8	-1.2	1.3	i	8	-162	-0.7	0.7	-0.3	i
Cc1ccc2[nH]c(=O)c(CN(CCCO)S(=O)(=O)c3c(C)ccc4nsnc34)cc2c1
 : -1	-0.4	-1.5	-0.3	2	-3	1	1.2	-2.1	0.3	-12
COCCN(CCOC)Cc1c(O)ccc2c1O/C(=C\c1ccc(C)o1)C2=O
 : -25	1.7	-0.6	1.0	-46	-8	-4	1.1	-0.3	-0.2	-5
COc1cc(-c2ccccc2)nc2ccccc12
 : -1	-0.4	-1.2	1.3	-3	-2	-4	1.7	-1.1	0.1	-11
O=C(N/N=C/c1cccc([N+](=O)[O-])c1)c1nc2ccccc2c(=O)[nH]1
 : 1	6.1	-0.3	3.3	-9	6	-5	2.6	0.2	0.9	-8
Cc1nn(-c2nc3ccccc3s2)c(N)c1Sc1ccc(F)cc1
 : 1	5.7	0.8	7.2	2	2	-1	3.4	6.6*	1.7	7
COc1ccc(Cc2nnc(SCC(=O)NC3CCCC3)o2)cc1
 : 8	1.8	-1.3	-0.4	3	1	-2	-0.3	-0.1	-0.5	6
O=C(Cn1sc2ccccc2c1=O)N1CCN(C(=O)c2ccco2)CC1
 : 0	3.0	0.7	2.0	-5	9	-1	-0.6	2.3	0.0	8
CC1CC(C)CN(C(=O)Nc2ccccc2F)C1 (centres undefined)
 : 2	2.3	-1.1	-2.3	-6	-5	-8	1.1	-0.3	-0.4	-4
Cc1c(/C=N/NC(=O)c2cc(=O)[nH]c(=O)[nH]2)c2ccccn2c1C(=O)c1ccccc1
 : -4	-0.1	-1.1	0.2	-7	0	0	-0.9	-1.8	-0.3	-2
CS(=O)(=O)Nc1ccc(-c2ccc3nccn3c2)cc1
 : -15	2.9	-1.3	4.2	-17	0	-11	/	-1.3	-1.1	-38
O=C(COC(=O)C1CCC1)Nc1cccc(S(=O)(=O)N2CCOCC2)c1
 : -1	2.4	-1.0	-1.2	-2	1	-1	-0.9	-0.9	0.8	-6
Cc1cc(S(=O)(=O)N2CCCOC2CNC(=O)C(=O)NCc2ccco2)ccc1F (centres undefined)
 : 5	2.1	-2.2	-1.7	-1	-4	2	-1.4	1.3	-0.3	3
COc1ccc(CCNC(=S)NNC(=O)c2c(Br)c(C)nn2C)cc1OC
 : -2	2.3	-1.0	2.3	-5	1	-1	0.7	-1.5	0.8	12

An excerpt from above in order of heavy-atom count, descending:
Under each structure: PLCg1 inh	GAA850 FXN act	ssDAF-12 act	hgDAF-12 ag	PLC-beta3 inh	HGIII-sPLA2 inh	ADAM17 inh	DAX1 inh-1	hcDAF-12 act	DAX1 inh-2	ADAM10 inh
Cc1c(/C=N/NC(=O)c2cc(=O)[nH]c(=O)[nH]2)c2ccccn2c1C(=O)c1ccccc1
 : -4	-0.1	-1.1	0.2	-7	0	0	-0.9	-1.8	-0.3	-2
Cc1cc(S(=O)(=O)N2CCCOC2CNC(=O)C(=O)NCc2ccco2)ccc1F (centres undefined)
 : 5	2.1	-2.2	-1.7	-1	-4	2	-1.4	1.3	-0.3	3
COc1ccc(CCNC(=S)NNC(=O)c2c(Br)c(C)nn2C)cc1OC
 : -2	2.3	-1.0	2.3	-5	1	-1	0.7	-1.5	0.8	12

(further entries)
Under each structure: PLCg1 inh	GAA850 FXN act	ssDAF-12 act	hgDAF-12 ag	PLC-beta3 inh	HGIII-sPLA2 inh	ADAM17 inh	DAX1 inh-1	hcDAF-12 act	DAX1 inh-2	ADAM10 inh
COc1ccc(CNc2ncnc3sccc23)cc1OC
 : -9	-0.7	-1.3	-3.5	-17	1	-3	-2.1	-4.0	-1.2	-7
CC(C)[C@@H]1Cc2[nH][nH]c(=O)c2[C@H](c2ccc(F)cc2)O1
 : 0	/	0.3	0.1	-1	-14	-5	/	-1.6	-2.1	-6
O=C(NNC(=O)C1CC2CCC1C2)c1ccccc1 (centres undefined)
 : 0	3.0	-0.6	0.5	-2	8	-2	-1.1	2.6	0.0	-4
Nc1[nH]nc2nc(N3CCCC3)nc(-c3ccccc3)c12
 : -1	3.4	-1.4	-0.4	0	1	-2	0.0	-0.6	0.7	7
CC1CCC(NC(=O)C2COc3ccccc3O2)CC1 (centres undefined)
 : 4	2.8	-0.3	4.5	-6	4	-3	0.3	-0.5	1.3	-8
O=C(CCN1C(=O)C2C3C=CC(C3)C2C1=O)N1CCN(c2ccccn2)CC1 (centres undefined)
 : -1	-1.2	-1.4	-0.7	0	5	-6	0.8	0.0	-0.2	-18
C/C(=N/NC(=S)Nc1cccc(C)c1)c1cccc([N+](=O)[O-])c1
 : -1	1.4	-1.0	6.8	-2	-6	-1	-0.1	-0.5	0.1	-6
CC(=O)Nc1ccc(S(=O)(=O)N(C)c2ccc(OCCOc3ccccc3F)cc2)cc1
 : -3	-2.0	-1.1	-1.1	-10	-17	1	-0.5	-3.3	-1.4	7
Cc1ccc(S(=O)(=O)NCCC(=O)NCc2ccc(Cl)cc2)cc1C
 : 0	-1.8	-1.1	1.1	-1	-11	-2	0.1	2.2	0.1	0
COC(=O)C1=C(C)N(Cc2cccc(C(F)(F)F)c2)C(=NCc2ccc(C(F)(F)F)cc2)NC1c1ccc(F)cc1 (centres undefined)
 : 5	/	-0.8	1.4	2	5	9.5*	/	0.9	-0.2	4
CCN1CCN(Cc2c(C(=O)N/N=C(\C)c3ccc(Cl)cc3)nnn2-c2nonc2N)CC1
 : -1	0.2	-1.0	0.0	-4	-7	0	-1.0	1.0	0.0	-1
C=CCn1c(SCC(=O)NCC2CCCO2)nc2sc(CC)cc2c1=O (centres undefined)
 : 4	0.3	-1.6	-2.0	3	-2	-1	-0.8	-2.3	-1.0	0
COC(=O)[C@@]12C[C@@H](CC(=O)NCCc3ccccc3OC)C(=O)N(Cc3ccccc3)C1=CCC(C)(C)C2
 : 3	/	-1.1	-1.7	3	-20	5	/	-1.8	0.2	13
